# Assay outcomes as filed in PubChem.
# eIF4E-4G inh – eIF4E–eIF4G protein interaction inhibitors, primary screen, biochemical, uHTS, TR-FRET, eIF4GI fragment. Eukaryotic translation initiation factor 4E (Mus musculus) + Eukaryotic translation …. TR-FRET eIF4E-eIF4GI(517-606) binding, 2 h. inhibition, % at 21.7 µM. 0.37% of 220,000 active. AID 782, 2007;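 further: 0% = full FRET control wells and 100% = background wells lacking eIF4GI fragment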
# Cl transport mod – KCC2 cotransporter modulators, thallium flux, primary screen, cell-based, HEK293 KCC2, FluoZin-2 fluorescence, MLSMR; 2.2% of 190,000 active; AID 1456, 2008; B-score of Tl+ flux slope (higher = more flux/activation; lower = inhibition) at 10 µM; KCC2 cells, thallium flux FluoZin-2 fluorescence; Solute carrier family 12 member 5 (Homo sapiens), Q9H2X9;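 active means thallium flux slope and its plate-corrected score both differing from the plate sample mean at a set confidence after two filtering rounds, in either direction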;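 further: slope of fluorescence scaled to starting intensity during 10 to 20 s after thallium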
# thrombin 1536 – human alpha-thrombin inhibitors, primary screen, counter-screen for coagulation protease inhibitor project, biochemical, 1536-well, fluorogenic AMC substrate; inhibition, % at 5 µM; 0.26% of 220,000 active; AID 1046, 2008; Boc-VPR-AMC fluorogenic substrate cleavage;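 active means inhibition at or above 40%; inactive means inhibition below 40%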;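 further: 0% = enzyme with no compound and 100% = wells without enzyme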
#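 Material: human alpha-thrombin enzyme / Medium: pH 7.5 Tris (50 mM) with NaCl 150 mM, Tween 20 0.05% / Compound: single-point dosing at 5 µM, 0.2% DMSO / Incubation: enzyme reaction carried out at room temperature / Detection: AMC fluorescence, 355/460 nm / Read-out basis: percent inhibition scaled between no-compound controls and no-enzyme blanks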
# Rad51 HR inh – human RAD51 strand exchange inhibitors, primary screen, biochemical, fluorescence. inhibition, % at 10 µM. AID 1385, 2008. DNA repair protein RAD51 homolog 1 (Homo sapiens), Q06609. 0.085% of 200,000 active. hRad51 DNA strand exchange, fluorescence dequenching;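 active means inhibition above 40% at the single screening dose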;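 further: 0% = DMSO control wells and 100% = blanks with heterologous ssDNA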
# Target sequence (Q06609 whole entry, looked up): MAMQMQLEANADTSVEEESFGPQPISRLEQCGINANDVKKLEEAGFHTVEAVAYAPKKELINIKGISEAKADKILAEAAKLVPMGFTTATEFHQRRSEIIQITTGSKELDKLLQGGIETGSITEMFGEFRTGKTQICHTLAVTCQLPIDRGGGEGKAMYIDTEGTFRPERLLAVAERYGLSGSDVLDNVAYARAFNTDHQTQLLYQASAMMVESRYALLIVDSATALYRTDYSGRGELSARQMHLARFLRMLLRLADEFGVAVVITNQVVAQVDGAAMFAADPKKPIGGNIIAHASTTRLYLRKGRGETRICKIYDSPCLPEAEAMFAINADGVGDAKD
#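 Material: human Rad51–ssDNA filaments; Probe or stimulus: labelled 47-mer dsDNA for strand exchange; Doses: single 10 µM dose; Incubation: 37 °C 15-min filament assembly, 30-min compound preincubation, 15-min exchange; Technique: FRET fluorescence dequenching, excitation 485 nm, emission 520 nm; Measure: Fluorescence-based percent inhibition, control- and blank-normalised; Benchmarks: plate control and blank wells.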
# EBV gp42 inh – Epstein-Barr virus gp42 inhibitors, primary screen, biochemical, uHTS, fluorescence polarization. Fluorescence polarization binding assay, mP read-out. inhibition, % (tested at 21.74 µM). 0.42% of 220,000 active. AID 1085, 2008; in the data active means inhibition above about 50%
# Target sequence (Q1HVG2 whole entry, looked up): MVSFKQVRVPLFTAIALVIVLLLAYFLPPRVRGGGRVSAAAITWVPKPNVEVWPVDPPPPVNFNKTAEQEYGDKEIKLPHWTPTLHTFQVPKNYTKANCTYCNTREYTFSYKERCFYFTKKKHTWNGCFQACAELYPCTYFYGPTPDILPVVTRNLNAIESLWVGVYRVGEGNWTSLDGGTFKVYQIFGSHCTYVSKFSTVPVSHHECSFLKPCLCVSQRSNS
# KLK5 inh – human KLK5 protease inhibitors, primary screen, biochemical, 1536-well; Kallikrein-5 (Homo sapiens), Q9Y337; recombinant hK5, fluorogenic AMC substrate cleavage; inhibition, % at 5 µM; 0.59% of 210,000 active;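 active means inhibition of 40% or more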;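 further: 0% = enzyme controls without compound and 100% = no-enzyme blanks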
# Target sequence (Q9Y337 67-293 limits assumed): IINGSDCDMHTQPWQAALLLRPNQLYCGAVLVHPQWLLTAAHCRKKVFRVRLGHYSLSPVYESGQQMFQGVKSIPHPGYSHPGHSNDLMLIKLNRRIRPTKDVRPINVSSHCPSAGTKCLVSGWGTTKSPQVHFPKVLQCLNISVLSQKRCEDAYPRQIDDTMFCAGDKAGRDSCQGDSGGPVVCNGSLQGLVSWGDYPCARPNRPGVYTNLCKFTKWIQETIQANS
# 14-3-3 Bad inh – inhibitors of 14-3-3 zeta/Bad binding, primary screen, biochemical, TR-FRET, bovine 14-3-3 zeta. TR-FRET 14-3-3zeta/Dy647-pBad peptide displacement, 1 h. 14-3-3 protein zeta/delta (Bos taurus), P63103. 0.71% of 220,000 active. inhibition, % at 21.7 µM;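 active means inhibition above about 70%, limit read from the data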;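 further: 0% = full 14-3-3 plus peptide FRET controls and 100% = background without 14-3-3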
# Target sequence (P63103 whole entry, looked up): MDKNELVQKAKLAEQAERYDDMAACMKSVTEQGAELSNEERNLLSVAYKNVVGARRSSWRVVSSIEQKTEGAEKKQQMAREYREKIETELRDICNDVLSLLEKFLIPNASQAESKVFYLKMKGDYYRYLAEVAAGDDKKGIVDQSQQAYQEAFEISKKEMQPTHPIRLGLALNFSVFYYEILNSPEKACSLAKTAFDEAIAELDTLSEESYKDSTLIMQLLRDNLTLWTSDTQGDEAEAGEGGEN
# NCF1 inh – p47phox/p22phox peptide binding inhibitors, primary screen, biochemical, uHTS, NADPH oxidase regulatory subunit; fluorescence polarization, 2 h; AID 1274, 2008; inhibition, % at 24.7 µM; 0.53% of 220,000 active; Neutrophil cytosol factor 1 (Homo sapiens), P14598;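 further: 0% = p47phox with labelled peptide and 100% = labelled peptide alone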
# Furin inh – human furin inhibitors, primary screen, biochemical, fluorescence intensity | inhibition, % at 30 µM | P09958 | purified furin, fluorogenic substrate cleavage | 0.061% of 220,000 active; in the data active means inhibition above about 25%; further: inactives centre near -15
# * hit, by the source's call; . = not tested or not shown; [ ] = another dose, or the depositor's remark.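 How the source made its calls, unless noted: active means inhibition above about 30% (limit read from the data); inactive means the rest.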 Rows were taken by chance. About 4.7% of those tested had a hit in this group.
# Results follow in this order: eIF4E-4G inh	Cl transport mod	thrombin 1536	Rad51 HR inh	EBV gp42 inh	KLK5 inh	14-3-3 Bad inh	NCF1 inh	Furin inh
[1] N#Cc1c(NC(=O)C2CC(Cl)=CCC2C(=O)O)sc2c1CCCC2 (stereo unspecified)
  6.5	-0.0023	-1.5	.	-10.9	-4.0	-1.5	-3.7	-22.9
[2] CCCCCCNC(=O)C(C#N)c1nc2ccccc2nc1N1CCOCC1 (stereo unspecified)
  2.4	.	0.9	-10.6	-70.2	8.5	-16.7	1.6	-14.0
[3] CN(C)CCOC(=O)CCc1ccccc1
  3.5	0.847	-3.7	-4.4	-8.0	18.1	-3.5	-3.8	-30.3
[4] COc1ccc2c(c1)cc(C)c1nnc(SCC(=O)N(C)c3nc(-c4ccccc4)cs3)n12
  0.3	0.184	1.1	-6.0	-1.7	-22.0	32.9	-12.9	-4.8[20 µM]
[5] c1ccc(C2CC(c3ccccc3)n3ncnc3N2)cc1 (stereo unspecified)
  3.0	.	1.4	.	-18.2	-14.0	-2.0	-14.2	-23.6
[6] CCCCNC(=O)CN1C(=O)c2cccc(N)c2C1=O
  1.9	0.597	.	-6.2	62.5*	-2.2	-5.5	-6.8	-28.3
[7] O=C(O)CCn1cc(/C=C2\NC(=S)N(c3ccccc3)C2=O)c(-c2ccc(Br)cc2)n1
  0.1	-0.932	-5.9	-3.1	0.6	1.2	8.8	-3.8	10.8
[8] COc1ccc2c(C)nc(N/C(N)=N/S(=O)(=O)c3ccc(C)cc3)nc2c1
  -0.3	0.0253	-6.7	8.6	-12.6	2.7	-1.2	-21.8	-21.1
[9] O=C(NCCCNc1ccc([N+](=O)[O-])cc1)C(F)(F)F
  -6.3	.	0.1	4.1	-4.7	-4.0	8.6	-5.2	-20.3
[10] Cc1onc(-c2c(F)cccc2Cl)c1C(=O)NC(=S)NC1CCS(=O)(=O)C1 (stereo unspecified)
  0.6[fluorescence artefact?]	0.0112	3.2	.	-17.2	-5.9	4.1	-14.3	-22.7
[11] c1ccc2c(c1)C(=Nn1cnnc1)c1ccccc1-2
  -4.3	-0.697	-11.2	4.1	7.9	1.2	-2.4	0.1	26.3*[20 µM]
[12] O=[N+]([O-])c1ccc(N/N=C2/CCCCC2c2ccccn2)cc1 (stereo unspecified)
  -1.1	-0.932	6.6	-12.1	-10.7	-4.2	-3.8	-9.1	-7.0
[13] O=c1[nH]n(CCO)c(=O)c2cccnc12
  -5.6	1.18	-3.4	7.9	-10.4	0.4	-0.3	-1.3	-25.7
[14] Cc1cccc(C(=O)n2c(=S)nc3ccccn32)c1
  8.6	-0.211	-0.3	-3.8	-7.0	-6.3	2.6	-3.6	0.3[20 µM]
[15] O=C1CCN(CCc2ccccc2)CCN1[C@H](CSc1ccc(Br)cc1)Cc1ccccc1
  -10.9	-0.788	3.4	-6.1	-21.8	2.1	-2.6	-31.1	-31.9
[16] CCOC(=O)N1CCC(NC(=O)C2CCCN(S(=O)(=O)c3cccc4nsnc34)C2)CC1 (stereo unspecified)
  2.4	-0.582	12.9	-4.6	-7.5	30.4	-4.3	-5.5	-23.2
[17] O=c1c2ccccc2ncn1CCOCCOc1ccc([N+](=O)[O-])cc1
  -3.4	0.199	4.2	-5.7	2.2	-4.3	8.7	4.7	0.7
[18] O=C1c2[nH]nc(-c3ccccc3O)c2C(c2ccccc2F)N1Cc1ccco1 (stereo unspecified)
  8.4	.	22.8	-2.0	-3.7	40.8*	-6.0	-12.7	-12.2
[19] O=[N+]([O-])c1ccc(N2CCCCCC2)c([N+](=O)[O-])c1
  -8.4	.	-1.0	-0.9	-15.6	-4.4	1.6	-7.2	-19.4
[20] Cc1nnc(SCc2ccc(CSc3nnc(C)c(=O)[nH]3)cc2)[nH]c1=O
  -0.7	0.257	3.4	20.1	-13.4	.	-12.9	-11.7	-27.2
[21] CC(=O)NC1C(=O)SC1(C)C (stereo unspecified)
  -0.1	-0.0765	-3.1	-0.8	10.5	-2.7	4.0	-1.5	-22.3
[22] CCNc1nc(NCc2ccccc2)nc(Oc2ccc(=O)[nH]n2)n1
  -0.3	0.0808	-3.5	-9.4	1.2	-13.7	8.8	-5.3	-26.5[20 µM]
[23] O=[N+]([O-])c1[nH]cnc1/C=C/c1ccccc1
  -1.0	-1.04	3.2	7.7	-13.2	6.7	-17.7	-8.8	-20.2
[24] COc1ccc(-c2cn3cccnc3n2)cc1
  8.6	-0.347	-27.6	13.5	-8.1	-8.0	5.3	6.7	-37.3
[25] CC(=O)N(C1=C(N2CCOCC2)C(=O)c2ccccc2C1=O)c1ccc(C(=O)O)cc1
  35.8*	0.000667	1.7	5.5	-8.8	4.8	0.1	4.1	-8.4
[26] Cc1ccc(S(=O)(=O)N(C)Cc2nc(-c3ccc(Br)cc3)no2)cc1
  0.7	.	-3.9	-3.8	-11.1	-6.3	0.6	-7.4	-26.3
[27] O=C(CN1CCN(C(=O)c2ccco2)CC1)Nc1cc(Cl)ccc1Cl
  0.4	0.293	-4.3	5.4	5.1	-3.9	2.6[fluorescence artefact?]	-7.7	-9.7[20 µM]
[28] CN(C)c1ccc(NC(=O)CN2CCC(O)(c3ccccc3)CC2)cc1
  5.6	0.0586	-17.5	8.9	-12.3	-3.3	-3.4	-0.3	-26.5
[29] CCN(CC)CC(=O)Nc1ccc(-c2nc3cc(NC(=O)CN(CC)CC)ccc3o2)cc1
  1.1	-2.22	-3.8	-1.0	-12.3	10.3	-7.0	-7.5	-59.9
[30] CC1(C)Cc2c(C#N)c(N3CCN(C(=O)c4ccccc4)CC3)nc(Cc3ccccc3)c2CO1
  -1.2	0.232	-3.3	7.9	1.2	-2.2	-2.5	-3.8	-16.3[20 µM]
[31] CCc1ccc(C2c3[nH]c4ccccc4c3CCN2C(=O)CN2CCN(CC)CC2)cc1 (stereo unspecified)
  0.0	.	-6.5	.	3.8	.	2.9	6.5	-19.9
[32] COC(=O)Nc1ccc(S(=O)(=O)N2CCCC(C(=O)O)C2)cc1 (stereo unspecified)
  0.3	0.245	1.2	2.6	-13.3	-7.4	-9.5	-0.5	-25.7
[33] COc1cc(NS(=O)(=O)c2ccc(C)c(C)c2)c(OC)cc1Cl
  6.1	-0.422	-3.4	-2.5	-8.1	-6.2	-4.1	-4.8	-12.2[20 µM]
[34] C/C(CC1(O)C(=O)Nc2ccccc21)=N\O (stereo unspecified)
  9.2	0.468	-13.5	-3.2	-8.2	-22.5	-14.9	-8.7	-17.8[20 µM]
[35] CCNC(=O)/C(=C\c1ccc2c(c1)OCO2)NC(=O)c1ccc(Br)cc1
  3.8	0.0206	0.5	.	-13.2	-23.1	-0.9	-7.7	-21.4[20 µM]
[36] Cn1c(NCc2c(O)ccc3ccccc23)nc2ccccc21
  2.5	0.245	1.4	-1.5	5.2	-7.5	-0.2	6.0	-21.3[20 µM]
[37] CCOC(=O)c1c(C)[nH]c(C(=O)CC(=O)OC)c1C
  -1.7	0.247	-6.3	-6.3	-8.2	0.9	0.7	1.5	-26.1
[38] CCOC(=O)Cc1nnc(NC(=O)C23CC4CC(CC(C4)C2)C3)s1
  3.3	-0.315	-7.5	.	-15.0	1.5	4.8	-11.1	-7.6
[39] COc1ccc(N2CCN(c3nc(-c4cccs4)nc4ccccc34)CC2)cc1
  3.1	-0.0795	-1.0	.	-7.5	4.7	-2.8	.	-5.0
[40] C/C(=N\Nc1nc(C(=O)O)cs1)c1ccccc1
  -2.7	0.737	-4.2	8.1	-11.3	-2.2	-6.5	-5.0	-19.3
[41] O=C(COc1ccc(Cl)cc1)Nc1cccc(-c2ccc3nncn3n2)c1
  -3.4	-2.9	3.3	16.8	3.7	0.1	-10.8	-17.7	-14.7
[42] CC(=O)Cc1nsc(NC(=O)c2ccc(-c3ccc(F)cc3)o2)n1
  -7.3	-0.00814	3.8	-8.7	1.9	-18.1	3.1	-1.6	-90.7
[43] COc1ccc(N(C(=O)c2ccco2)S(=O)(=O)c2ccccc2)cc1
  8.6	-1.11	57.8*	-0.6	6.7	-4.0	-11.9	-3.5	1.9[20 µM]
[44] CCC(=O)N1CCN(c2nc(-c3ccccc3)c3c(c2C#N)CCCC3)CC1
  9.5	-2.94	-2.5	-2.6	1.1	-30.2	-0.4	-7.0	-9.9[20 µM]
[45] CC(=O)CC1=NC(C)(C)Cc2ccccc21
  -2.8	0.339	-31.4	6.2	3.4	-2.1	-12.1	-5.2	-22.5
[46] O=C(Nc1nccs1)c1ccc([N+](=O)[O-])cc1
  4.2	0.319	-3.5	15.4	-10.6	1.1	-6.4	3.5	-9.5
[47] Cc1cc(=O)[nH]c(N/N=C/c2cn(CCC#N)nc2-c2ccccc2)n1
  -2.3	-0.879	-15.0	5.9	-3.2	-4.0	9.6	1.8	-13.1
[48] S=C1NC2(CCCCCC2)N=C1c1ccccc1
  0.1	4.62*	-3.6	3.5	7.2	-19.2	13.6	-9.0	-22.4
[49] CC(=O)c1cc2c(cc1NC(=O)CCCC(=O)O)OCO2
  -2.2	-0.972	4.4	-2.3	-14.3	6.6	0.7[fluorescence artefact?]	-8.8	-11.1
[50] O=S(=O)(c1ccc(SCCO)nc1)N1CCCC1
  0.9[fluorescence artefact?]	.	-5.0	-0.1	-10.9	2.2	3.6	-13.6	5.6
[51] CCC(=O)OCCn1c(Br)nc2c1c(=O)[nH]c(=O)n2C
  2.6[fluorescence artefact?]	.	-5.3	0.1	-9.1	-1.4	0.1	-3.2	-17.1
[52] Cc1ccc(N=c2c([N+](=O)[O-])nn(-c3ccc4c(c3)OCCO4)n2O)cc1F
  1.8	-0.172	-3.9	-5.0	-1.7	-2.1	-10.5	6.4	-20.9
[53] O=C(c1cc2ncc(CCCl)cn2n1)N1CCCCCC1
  0.7	0.432	-3.2	.	-15.7	2.2	15.0[fluorescence artefact?]	-0.7	-22.0
[54] O=C(Nc1cccc(NC(=O)c2ccco2)c1)c1ccc([N+](=O)[O-])cc1
  -2.7	0.0869	-3.8	8.4	-2.2	.	-11.7	3.5	-25.4
[55] CCCN1CCC(=O)N([C@H](CSc2ccc(Br)cc2)c2ccccc2)CC1
  0.2	0.843	-1.6	-3.7	3.5	-3.4	-3.0	-0.5	-17.4

# Reformatted tab-delimited: three of the compounds above
nr	SMILES	eIF4E-4G inh	Cl transport mod	thrombin 1536	Rad51 HR inh	EBV gp42 inh	KLK5 inh	14-3-3 Bad inh	NCF1 inh	Furin inh
55	CCCN1CCC(=O)N([C@H](CSc2ccc(Br)cc2)c2ccccc2)CC1	0.2	0.843	-1.6	-3.7	3.5	-3.4	-3.0	-0.5	-17.4
48	S=C1NC2(CCCCCC2)N=C1c1ccccc1	0.1	4.62*	-3.6	3.5	7.2	-19.2	13.6	-9.0	-22.4
49	CC(=O)c1cc2c(cc1NC(=O)CCCC(=O)O)OCO2	-2.2	-0.972	4.4	-2.3	-14.3	6.6	0.7[fluorescence artefact?]	-8.8	-11.1
